Bioassay records: PubChem, The Scripps Research Institute Molecular Screening Center
proCasp7 act: counter-screen: procaspase-7 (human) activation; P55210; recombinant procaspase-7, Ac-DEVD-pNA absorbance 405 nm; D23A/D198A/D206A triple mutant, cannot self-cleave; scale: DMSO 0, 5 µM enzyme 100; activation, % at 8.5 µM; 330,000 tested, 0.093% active;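 active = percent activation above the screen-wide mean plus 3 SD, cut at about 25% in these data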
Target sequence (P55210 whole entry D23A/D198A/D206A): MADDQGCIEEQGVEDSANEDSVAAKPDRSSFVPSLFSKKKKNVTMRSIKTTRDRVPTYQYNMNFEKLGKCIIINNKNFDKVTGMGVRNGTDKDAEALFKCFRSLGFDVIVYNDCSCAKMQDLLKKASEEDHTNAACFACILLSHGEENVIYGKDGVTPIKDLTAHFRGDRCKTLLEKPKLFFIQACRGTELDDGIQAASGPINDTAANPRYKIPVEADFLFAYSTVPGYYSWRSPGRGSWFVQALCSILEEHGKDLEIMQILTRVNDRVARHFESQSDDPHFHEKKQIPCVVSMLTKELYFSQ
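Material: Procaspase-7 triple mutant (PC-7 D3A) | Quantity: 2 µM procaspase-7 mutant as dispensed | Reagent: DEVD-pNA substrate | Times: 1 h preincubation, 2 h reaction | Technique: 405 nm absorbance of p-nitroaniline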
PP1 inh: counter-screen for PP5 inhibitors: inhibitors of human PP1-alpha; inhibition, % at 6.7 µM; 320,000 tested, 0.9% active; purified PP1alpha, OMFP fluorescence;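 active = inhibition above the mean inhibition of all tested compounds plus 3 SD, computed separately for each screening campaign, cut at about 15% in these data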
Target sequence (P62136 whole entry, looked up): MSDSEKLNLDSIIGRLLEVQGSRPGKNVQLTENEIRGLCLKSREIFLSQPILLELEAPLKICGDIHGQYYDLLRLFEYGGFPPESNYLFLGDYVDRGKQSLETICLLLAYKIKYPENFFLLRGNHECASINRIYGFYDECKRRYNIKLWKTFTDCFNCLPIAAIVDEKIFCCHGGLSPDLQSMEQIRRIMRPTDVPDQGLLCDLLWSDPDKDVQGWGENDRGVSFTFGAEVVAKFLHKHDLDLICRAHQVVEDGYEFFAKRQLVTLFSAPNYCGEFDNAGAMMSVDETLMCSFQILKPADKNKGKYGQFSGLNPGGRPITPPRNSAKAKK
PAFAH2 inh: inhibitors of human PAFAH2. recombinant PAFAH2, FP-rhodamine activity probe, fluorescence polarization. inhibition, % at 3.39 µM. 340,000 tested, 0.99% active. AID 492956;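 active = inhibition above the mean over all tested compounds plus 3 SD, cut at about 30% in these data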;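 also: inhibitors block probe labeling of enzyme so polarization drops; 0% = enzyme with DMSO and 100% = wells lacking PAFAH2 protein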
core dimer inh: HCV core protein dimerization inhibition | TR-FRET GST/Flag-core106 dimerization, 1536-well | inhibition, % at 5 µM | 300,000 tested, 0.33% active | AID 1899;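 active = inhibition above the mean of all tested compounds plus 3 SD, set per screening campaign, cut at about 45% in these data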
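Assay system: Tagged HCV core106 pair (GST and Flag) | Buffer or medium: KF-containing HEPES buffer, pH 7.45, DTT, CHAPS, BSA | Also added: Eu donor and XL665 acceptor anti-tag antibodies | Dosing: One concentration, 5 µM, in 0.5% DMSO | Timing: 4 h at 22.5 °C | Technique: TR-FRET 671 and 617 nm emission | Repeats: Singlicate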
CTSL1 counter: cathepsin L1 inhibition, PFM18AAP counter-screen; recombinant F. hepatica cathepsin L1, Z-Leu-Arg-MCA fluorescence; inhibition, % at 5.96 µM; 300,000 tested, 0.49% active;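 active = inhibition above the mean of all tested compounds plus 3 SD, set per screening campaign, cut at about 17% in these data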;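 also: 0% = plate median of test compound wells and 100% = 1 µM Z-Phe-Ala-diazomethylketone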
AHR activator: human AHR activation | P35869 | AHR-responsive luciferase reporter cells, luminescence | activation, % at 5 µM | 320,000 tested, 2.5% active; in the data active = activation above about 47%;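 also: 0% = vehicle wells and 100% = reference agonist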
TPT1 inhibitor: C. albicans TPT1 enzyme inhibition. inhibition, % at 5 µM. recombinant caTPT1, FP RNA substrate dephosphorylation. 300,000 tested, 0.81% active;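 active = inhibition above the mean of all tested compounds plus 3 SD, set per screening campaign, cut at about 24% in these data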;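 also: plate controls were DMSO alone for no effect and ferristatin control at 100 nM for full effect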
PP5 primary: inhibitors of human protein phosphatase 5 (PP5); P53041; purified PP5c, OMFP substrate fluorescence; inhibition, % at 6.7 µM; 320,000 tested, 0.18% active; AID 1987;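 active = inhibition above the campaign's mean inhibition across all tested compounds plus 3 SD, cut at about 9.5% in these data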;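 also: 0% = DMSO only and 100% = 100 µM cantharidin control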
proCasp3 act: activates human procaspase-3 | recombinant procaspase-3 D3A, Ac-DEVD-pNA absorbance 405 nm | activation, % at 8.5 µM | 330,000 tested, 0.11% active;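 active = activation above the mean of all tested compounds plus 3 SD, cut at about 21% in these data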;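 also: 0% = DMSO alone and 100% = DMSO wells spiked with extra 5 µM PC-3 D3A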
Target sequence (P42574 whole entry D9A/D28A/D175A): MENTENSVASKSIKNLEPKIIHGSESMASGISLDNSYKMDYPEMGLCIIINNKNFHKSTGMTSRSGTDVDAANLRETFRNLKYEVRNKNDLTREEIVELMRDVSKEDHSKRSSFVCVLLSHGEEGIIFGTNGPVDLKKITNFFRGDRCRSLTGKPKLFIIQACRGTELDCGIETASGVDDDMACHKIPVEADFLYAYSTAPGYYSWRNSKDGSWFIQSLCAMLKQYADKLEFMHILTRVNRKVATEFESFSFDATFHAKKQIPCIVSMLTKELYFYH
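Test system: Procaspase-3 D3A mutant, all three cleavage aspartates alanine | Dosing: Single dose, 8.5 µM nominal compound, 0.8% DMSO | Schedule: 1 h preincubation, 2 h reaction | Technique: 405 nm absorbance of p-nitroaniline, reads at 0 and 120 min | Repeats: One well per compound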
* hit, by the source's call; x = not tested or not shown.

Start of the listing, in advance (5 entries):
SMILES	proCasp7 act	PP1 inh	PAFAH2 inh	core dimer inh	CTSL1 counter	AHR activator	TPT1 inhibitor	PP5 primary	proCasp3 act
CC(C)CC(c1nnnn1C(C)C)N1CCN(c2ccccc2)CC1 (stereo not given)	1	0	-6	-3	2	1	1	-0.1	8
CCc1cc(Cn2nc(-c3ccccc3)cc2C(=O)NCc2ccc(C)cc2)on1	-1	-1	-19	16	-4	-2	-4	1.0	16
CCCc1cc(=O)oc2cc(C)cc(OC(C)C(=O)NCc3ccccn3)c12 (stereo not given)	-8	-5	0	8	-1	2	-2	1.3	-2
CCCC(=O)C1=C(N(C)c2ccccc2)CC(C)(C)CC1=O	-1	-2	3	6	3	0	2	-1.0	-6
O=C(NC1CCCCC1)N(Cc1ccccc1)Cc1ccco1	-1	-1	3	3	4	0	3	-1.0	2

All compounds of this part, repeating the preview:
SMILES	proCasp7 act	PP1 inh	PAFAH2 inh	core dimer inh	CTSL1 counter	AHR activator	TPT1 inhibitor	PP5 primary	proCasp3 act
CC(C)CC(c1nnnn1C(C)C)N1CCN(c2ccccc2)CC1 (stereo not given)	1	0	-6	-3	2	1	1	-0.1	8
CCc1cc(Cn2nc(-c3ccccc3)cc2C(=O)NCc2ccc(C)cc2)on1	-1	-1	-19	16	-4	-2	-4	1.0	16
CCCc1cc(=O)oc2cc(C)cc(OC(C)C(=O)NCc3ccccn3)c12 (stereo not given)	-8	-5	0	8	-1	2	-2	1.3	-2
CCCC(=O)C1=C(N(C)c2ccccc2)CC(C)(C)CC1=O	-1	-2	3	6	3	0	2	-1.0	-6
O=C(NC1CCCCC1)N(Cc1ccccc1)Cc1ccco1	-1	-1	3	3	4	0	3	-1.0	2
O=C1CN2Cc3c(ccc(Cl)c3Cl)N=C2N1	-3	0	x	3	-1	1	-1	-1.2	11
CCOC(=O)c1ccc(N2CCCCC2)c(NS(=O)(=O)c2cccc(C(F)(F)F)c2)c1	-3	1	-2	5	2	-1	-2	1.1	11
CC1(C)CC(NC(=O)c2ccccc2F)CC(C)(C)N1	9	-10	-4	-28	2	-2	-2	5.1	13
COc1ccc2nc(/C=N/NC(=O)[C@@H]3CCCN3C(=O)OC(C)(C)C)ccc2c1	-3	1	3	2	4	1	1	-0.7	1
CC(=O)Nc1cc(C(F)(F)F)ccc1Oc1cccc(Br)c1	8	3	-6	-2	3	1	2	6.1	11
O=C(Cn1nnc(N2CCCC2)n1)N/N=C/c1ccc(Cl)cc1	2	0	-10	-4	0	0	-3	0.5	4
O=[N+]([O-])c1ccc(Nc2ccccc2)nc1	-14	6	2	-2	-6	11	-1	3.2	-1
CC(C)(C)OC(=O)NCCCC[C@H](NC(=O)c1[nH]cnc1C(=O)N[C@@H](Cc1ccccc1)C(=O)OC(C)(C)C)C(=O)OC(C)(C)C	-2	15*	-5	16	8	2	0	9.3	6
COc1cccc(NC(=O)N2C3CCCC2CC(NC(=O)C(C)(C)C)C3)c1 (stereo not given)	-4	-1	3	3	-4	0	1	0.2	3
Brc1ccc2c(c1)CN1CCCC1=N2	-6	-6	-3	-1	-2	3	-1	-4.5	-6
CCN(Cc1ccncc1)C(=O)c1cc(COc2ccc(F)cc2Cl)on1	14	0	2	8	-1	-19	-1	3.1	-2
O=C(O)CS/C(=C\c1ccc(F)cc1)c1nc2ccccc2s1	3	-3	x	3	0	8	-2	-1.9	-3
Cc1c(NC(=O)c2cnn3c2NC(c2ccccc2)CC3C(F)(F)F)c(=O)n(-c2ccccc2)n1C (stereo not given)	0	0	-9	3	-2	-1	-4	0.7	10
Cc1ccc(-n2c(Cc3cccn3C)nnc2SCC(=O)NCc2ccc3c(c2)OCO3)cc1	-35	2	-9	8	4	2	1	3.0	-7
Cc1ccc2c(n1)CC(C)(C)C/C2=N\O	0	1	19	-10	-4	-1	-4	2.8	8
COc1cccc(OCc2nnc(SCC(=O)N3c4ccccc4Sc4ccc(Cl)cc43)o2)c1	1	15	-7	11	6	-2	-3	0.8	-9
COc1cccc(/C=C/C(=O)NCc2ccc3c(c2)OCO3)c1	-3	1	9	-11	-2	8	1	2.2	-1
Cc1ccc(-c2csc(Nc3ccccn3)n2)cc1	-13	0	-2	8	0	43	1	3.3	-2
Cc1ccc(S(=O)(=O)N2CN(Cc3ccco3)c3nc4ccccc4nc32)cc1C	-6	1	1	14	-1	3	-1	2.6	-11
CC1CCN(C(=O)COc2ccc3ccccc3c2Br)CC1	4	-2	8	12	4	8	-1	2.4	-2
CNC(=S)Nc1cccc2[nH]ncc12	4	-2	-8	-5	1	2	-6	-0.1	-5
O=C(CN1CCN(Cc2ccccc2)CC1)NNC(=O)c1ccccc1	4	-4	-5	x	x	-1	x	0.8	8
Cn1c(COc2ccccc2)nnc1SCC(=O)NC1CCCC1	1	0	-4	2	-1	-4	-2	0.1	6
Cc1noc(C)c1COC(=O)C1CCN(S(=O)(=O)c2ccc(F)cc2)CC1	-6	-3	3	x	x	-1	x	2.3	4
CCOC(=O)N[C@H](Cc1c[nH]c2ccccc12)C(=O)NC1CC1	4	-3	x	-6	-7	9	-7	0.5	-10
Nc1ccc(-c2cc(-c3ccc(N)cc3)nc(-c3ccccc3)n2)cc1	3	4	3	5	2	2	0	3.4	2
COc1ccc(N(Cc2cc3ccccc3[nH]c2=O)S(=O)(=O)c2ccc(OC)cc2)cc1	2	1	-4	4	3	15	3	2.6	0
Cc1cc(C)cc(NS(=O)(=O)c2ccc3[nH]cc(C(=O)NCc4ccco4)c(=O)c3c2)c1	2	5	-14	10	3	5	1	1.6	-8
O=C(O)CCCC(=O)N1N=C(c2ccccc2)CC1c1ccc2c(c1)OCO2 (stereo not given)	-16	-1	9	-4	0	1	5	2.8	1
Cc1cnn(C(=S)NCCc2ccccc2)c1	8	-2	-7	-4	0	10	2	2.2	-1
COc1ccc(N(CC(=O)NC2CCCC2)C(=O)CCC(=O)Nc2cc(C)on2)cc1OC	0	-4	-5	-21	1	3	0	1.3	-5
COc1ccc(-c2nnc(SCC(=O)Nc3ccc(Cl)cc3)n2C)cc1	8	-4	-5	3	-2	9	-2	0.3	1
CCCc1nc2ccccc2c(=O)n1/N=C/c1c(C)[nH]n(-c2ccc(C)cc2)c1=O	13	2	10	-9	-2	59*	-4	2.5	-4
Cc1nc(-c2ccc(Cl)cc2)sc1C1(C)CC(c2cccc([N+](=O)[O-])c2)=NO1 (stereo not given)	-1	-7	-2	15	-1	3	-2	2.5	2
CCCCCc1cc(=O)oc2c(C(CCN3CCCC3)c3ccc(N(C)C)cc3)c(OC)cc(OC)c12 (stereo not given)	5	5	-2	0	2	0	0	-0.1	-9
CCOC(=O)c1ccc(N/C=C\C(=O)c2cccc(OC)c2)cc1	-1	0	-12	9	0	5	-1	1.7	12
O=C1CCC(C(=O)Nc2cccc(C(F)(F)F)c2)N1 (stereo not given)	10	1	2	-2	2	0	-3	0.1	0
O=C1CC(c2ccccc2)C(C(=O)O)N1 (stereo not given)	-6	-1	2	0	1	0	-5	2.3	2
COc1cccc(-c2nc(N3CCN(c4ccccc4)CC3)c3ccccc3n2)c1O	-2	-4	4	1	5	7	-2	1.0	2
CCOc1ccc(S(=O)(=O)N(CC)CC(=O)N2CCCC2)cc1C	3	2	-4	-1	-3	4	1	0.1	6
CCCCOc1ccc(CSc2nncn2N)cc1	-1	-2	-5	1	3	20	3	0.5	2
CNc1nc2c(-c3ccc(Cl)cc3)nnn2c2ccccc12	-4	2	1	5	-5	24	-6	-0.6	1
COc1ccccc1CC(=O)NC1CCC(C)CC1 (stereo not given)	5	-1	-9	-15	15	-7	-3	1.6	2
CN1CCOCCOCCN(C)C1=O	10	-1	7	0	-3	-3	3	-1.4	5
Cc1cc(C)nc(/N=C(/NC(=O)c2ccccc2)Nc2ccccc2)n1	12	-4	-9	-3	-4	11	-5	0.7	6
COc1cc(NC(=O)CCS(=O)(=O)c2ccc3nc(C)sc3c2)cc(OC)c1OC	-2	-3	-4	-3	4	2	3	-0.7	6
O=C(Cc1ccc(F)cc1)N1CCC2(CC1)NCCc1[nH]cnc12	-2	-2	4	1	-2	0	-2	1.6	-3
N#Cc1c(N)c(C(=O)c2ccc(Cl)cc2)n2c1CCC2	11	1	-1	-4	4	16	-5	-0.6	-2
CCN(C(=S)NC(=O)CCc1ccccc1)c1ccccc1	-15	-3	4	-3	-3	2	1	-0.1	-20
COC(=O)CSc1nc(SCc2ccccc2Cl)nc2c1CCCC2	3	-4	-1	-2	5	1	-4	3.1	-10
Cc1ccc(N2CC(C)Cn3c2nc2c3c(=O)n(CC(=O)OCc3ccccc3)c(=O)n2C)cc1C (stereo not given)	-4	-1	7	17	-3	-3	-2	2.6	-6
CC(Cc1cccs1)NC(=O)c1cccc(Cl)c1 (stereo not given)	1	-4	6	-9	-1	0	4	4.1	5
CC(C)Cn1c(N)c(C(=O)COC(=O)C2Cc3ccccc3CN2S(C)(=O)=O)c(=O)n(C)c1=O (stereo not given)	3	0	11	x	x	2	x	-0.4	9
CCn1c(CNc2ccc(Cl)cc2)nnc1SCC(=O)NCc1ccccc1	-1	2	16	0	3	22	-3	1.6	4
CCCC(C(=O)NCC1CCCO1)N(Cc1ccccc1)C(=O)CNS(=O)(=O)c1ccccc1 (stereo not given)	4	-3	3	-4	1	0	-3	-0.1	12

Going on with the list.
SMILES	proCasp7 act	PP1 inh	PAFAH2 inh	core dimer inh	CTSL1 counter	AHR activator	TPT1 inhibitor	PP5 primary	proCasp3 act
O=C1CCCN1CCC12CC3CC(CC(C3)C1)C2	-3	-3	20	-2	3	0	0	-0.2	-6
O=C(NCCc1ccccc1)c1nc2ncccn2n1	-6	-4	3	-3	2	1	1	-3.8	3
O=C(Nc1ccccc1)c1ccc(Br)c(S(=O)(=O)Nc2ccccn2)c1	-6	5	2	8	0	2	0	3.4	5
CCN(CC)S(=O)(=O)c1ccc(-c2nnc(SCC(=O)Nc3ccc4c(c3)OCO4)o2)cc1	-2	2	5	1	3	34	-4	-0.3	1
CC(=O)Nc1ccc(NC(=O)C(C)Sc2n[nH]c(=O)n2Cc2ccccc2)cc1 (stereo not given)	-7	0	-5	-8	-5	1	0	4.1	-4
CCC(C)Sc1ccc([C@@H]2[C@@H]3C(=O)N(C)C(=O)[C@@H]3[C@]3(C(=O)OC)CCCCN23)cc1OC (stereo not given in full)	-8	1	-3	1	3	3	-1	-0.2	-6
COC(=O)CN1C(=O)C2(C(C#N)=C(N)Oc3ccccc32)C2=C1CC(C)(C)CC2=O (stereo not given)	-3	-1	11	0	-4	-1	1	-2.3	-1
Cc1ccc2c(CN(C)Cc3ccc(OC(F)F)cc3)cc(=O)oc2c1C	7	7	2	-4	4	0	-1	3.5	5
COc1cccc(NC(=S)NCCc2ccccn2)c1	-10	2	4	-6	0	10	0	-7.3	-4
Cc1ccc(NS(=O)(=O)c2cccc(C(=O)N3CCCCC3)c2)cc1	-1	x	2	x	x	-1	x	x	6
CS(=O)(=O)c1cccc(C(=O)OCC(=O)Nc2ccc3c(c2)OCO3)c1	7	1	28	x	x	3	x	3.8	0
